# Screens deposited in PubChem BioAssay by several laboratories.
# NOD1 inhibition: NOD1 signaling inhibitors, primary screen, cell-based, luminescence, uHTS (AID 1578) | inhibition, % at 4 µM, or EC50 in µM where a hit was titrated | actives 1% (n = 290,000) | NOD1-driven NF-kB luciferase reporter cells, luminescence; higher % means a stronger effect; in the data active = inhibition mostly above about 36%, no sharp cut-off; inactive = mostly below about 34%;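 note: HEK-293T reporter cells stimulated with the NOD1 agonist gamma-tri-DAP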
# Yfh1-depleted yeast: enhancers of respiration in Yfh1-depleted yeast, dose response, Friedreich's ataxia, plus single-dose screen (AID 1465); S. cerevisiae Yfh1-off respiration, WST-1 reduction, 72 h; higher fold induction means a stronger effect; fold induction at 50 µM; hits with a dose series show EC50 in µM; actives 0.074% (n = 220,000);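 active = fold induction of absorbance versus untreated yeast above a set limit, then at least 30% activation at any dose in follow-up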;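 note: activators that raise dye reduction in frataxin-depleted yeast; strong numbers were not always called active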
# NTR1 agonist: agonists of NTR1, primary screen, imaging, U2OS cells, beta-arrestin-GFP, high content (AID 493036) | Neurotensin receptor type 1 (Homo sapiens), P30989 | NTR1-U2OS beta-arrestin-GFP spot imaging, agonist mode | activation, % at 20 µM | actives 0.17% (n = 330,000);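 active = activation at or above 40% of the spot to cytoplasm intensity ratio, with at least 20 cells analyzed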;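 note: 0% = DMSO without peptide and 100% = 100 nM NTR1 peptide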
# Target sequence (P30989 whole entry, looked up): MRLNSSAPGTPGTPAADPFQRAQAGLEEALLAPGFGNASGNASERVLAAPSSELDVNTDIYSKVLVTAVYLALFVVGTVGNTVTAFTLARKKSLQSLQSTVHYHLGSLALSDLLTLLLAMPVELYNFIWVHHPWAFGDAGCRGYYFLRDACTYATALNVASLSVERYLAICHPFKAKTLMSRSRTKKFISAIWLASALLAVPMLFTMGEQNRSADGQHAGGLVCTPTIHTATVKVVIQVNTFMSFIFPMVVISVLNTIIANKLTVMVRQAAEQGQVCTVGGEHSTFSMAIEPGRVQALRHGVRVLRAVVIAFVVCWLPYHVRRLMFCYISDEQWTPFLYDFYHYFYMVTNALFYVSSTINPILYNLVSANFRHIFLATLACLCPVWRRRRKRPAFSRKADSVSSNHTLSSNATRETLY
# NOD2 inhibition: NOD2 signaling inhibitors, cell-based, luminescence, uHTS, HEK293 (AID 1566); HEK293 NOD2/NF-kB luciferase reporter, luminescence; higher % means a stronger effect; inhibition, % at 4 µM, or EC50 in µM where a hit was titrated; actives 0.63% (n = 290,000); note: many of its hits are not listed in these tables
# KOR beta-arrestin-1: KOR antagonists, beta-arrestin recruitment, cell-based, luminescence, uHTS (AID 1778); KOR beta-arrestin recruitment, luminescence, antagonist mode; higher % means a stronger effect; inhibition, % at 10 µM; hits with a dose series show IC50 in µM; actives 0.091% (n = 290,000); note: strong numbers were not always called active
# KOR beta-arrestin-2: KOR agonists, beta-arrestin recruitment, primary screen, cell-based, luminescence, uHTS (AID 1777). activation, % at 10 µM; hits with a dose series show EC50 in µM. actives 0.02% (n = 280,000). KOR beta-arrestin recruitment, luminescence; higher % means a stronger effect. Kappa-type opioid receptor (Homo sapiens); in the data active = activation above about 50%, passing the limit was not always enough; note: a part of the inactive calls stands beside numbers as strong as those of hits
# CSM14.1 death rescue: rescue of cells from ER stress-induced death, primary screen, 384-well, CSM14.1, thapsigargin, ATP luminescence (AID 1222); CSM14.1 thapsigargin-induced death rescue, ATP luminescence; higher % means a stronger effect; cellular ATP content (survival), % at 20 µM; hits with a dose series show EC50 in µM; 190,000 tested, under 10 active;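 active = EC50 below 50 µM in the dose-response confirmation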;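 note: death triggered by thapsigargin at about 15 µM added after 2 h compound pretreatment; cell ATP read after overnight thapsigargin exposure of roughly 18 to 22 hours; normalized against plate controls of thapsigargin alone and 5% DMSO vehicle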
# GPR55 beta-arrestin: GPR55 agonists via beta-arrestin recruitment, primary screen, imaging, U2OS cells, beta-arrestin-GFP redistribution (AID 1961); G-protein coupled receptor 55 (Homo sapiens); U2OS GPR55 beta-arrestin-GFP redistribution imaging; higher % means a stronger effect; actives 0.048% (n = 290,000); one-dose activation, % at 10 µM; EC50 in µM for titrated hits;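 active = activation above 40% with more than 50 cells counted in the well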;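 note: U2OS osteosarcoma cells stably expressing GPR55 and beta-arrestin-GFP; plate controls were DMSO negative control for no effect and LPI positive control for full effect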
# TNAP activators: human TNAP enzyme activators, primary screen, biochemical, luminescent, no phosphate acceptor, uHTS (AID 1001); Alkaline phosphatase, tissue-nonspecific isozyme (Homo sapiens); purified TNAP, luminescent activation assay, no phosphate acceptor; higher activation fold means a stronger effect; activation fold at 20 µM, or EC50 in µM where a hit was titrated; actives 0.03% (n = 200,000); in the data active = activation fold from about 3, or a potency from the dose series; inactive = the rest, 99 in 100 with activation fold below about 1.6; note: many of its hits are not listed in these tables
# NTR1 agonist cell count 20 µM: second read-out of NTR1 agonist, no call of its own (marks repeat the call); cell count; measured here: cell count, cytotoxicity flag
# Active calls of the source: *; i = inactive; . = no result given; [ ] = dose if it differs, or a comment. Cut-off read from the data, not from the text of the source, unless noted: active = inhibition above about 50%; inactive = the rest. A portion of the library. The share of hits here may be higher or lower than overall.
structure	NOD1 inhibition	Yfh1-depleted yeast	NTR1 agonist	NTR1 agonist cell count 20 µM	NOD2 inhibition	KOR beta-arrestin-1	KOR beta-arrestin-2	CSM14.1 death rescue	GPR55 beta-arrestin	TNAP activators
COCC1CCN(C(=O)c2oc3c(F)cccc3c2C)C1 (configuration not stated)	-12%	.	-0.7	47	-10%	9%	3.6%	.	-0.1%	.
CC(C)OCCCNC(=O)C1CCC(CNS(=O)(=O)c2ccc(Cl)cc2)CC1 (configuration not stated)	-38%	i	-2.8	67	-4%	15%	0.6%	-2.6%	0.6%	1.1
C/C(=N\NC(=O)c1csc(C)c1C)c1ccc(C)s1	-36%	i	1.5	77	-34%	-9%	1.5%	-1.4%	-0.5%	1.1
CCSC1=NCCN1S(=O)(=O)c1ccccc1	14%	i	-0.8	98	6%	-21%	-2.9%	2.0%	0.4%	1.1
O=C(Oc1ccc2c(-c3ccccc3)cc(=O)oc2c1)c1cccs1	6%	i	-0.5	80	12%	9%	3.1%	-2.4%	-0.2%	1.1
O=C(NCCc1ccccc1)C(=O)NCC1OCCN1S(=O)(=O)c1cccs1 (configuration not stated)	-10%	.	-0.1	78	-9%	8%	1.9%	.	0.1%	.
CC(C)Cc1nc(SCC(=O)N2CC(C)OC(C)C2)c2c(=O)n(C)c(=O)n(C)c2n1 (configuration not stated)	-26%	.	0.6	77	12%	-6%	-1.9%	.	-0.2%	.
COc1ccc2nc(NC(=O)Nc3ccccc3OC)sc2c1	-16%	.	10	39	-185%	-78%	-3.1%	.	0.2%	.
CC1(C)C2CCC(C2)C1(C)NC(=O)CN1CCN(Cc2ccccc2)CC1 (configuration not stated)	-13%	i	-2.0	76	7%	-4%	-3.6%	1.2%	-0.1%	1.1
COc1ccc(C2=NNC(=O)CC2)cc1	24%	i	-0.4	89	-32%	-15%	-3.7%	-2.5%	0.0%	1
O=C(NCCc1ccc(C(F)(F)F)cc1)C1CCC(=O)N(CCCN2CCCC2=O)C1 (configuration not stated)	-6%	.	0.0	43	4%	-21%[20 µM]	6.2%	.	-0.2%	.
CCCOC(=O)c1[nH]c2c(c1C)C(=O)CC(c1cccs1)C2 (configuration not stated)	-13%	i	2.5	78	-3%	-103%	-1.0%	-0.8%	0.3%	1.2
C=CCOc1c(CNc2nccs2)cccc1OCC	6%	i	0.9	61	7%	-6%	4.5%	-1.0%	-0.2%	1.1
O=c1c2cc(N3CCOCC3)ccc2[nH]c(=S)n1Cc1ccc(Cl)cc1	-4%	i	7.8	74	-54%	-20%	-0.9%	0.0%	-0.1%	1.1
NC(CSCc1ccccc1Cl)C(=O)O (configuration not stated)	-50%	i	-0.2	39	-5%	-23%	2.8%	-0.4%	-0.5%	1.1
COc1ccc(Cc2nnc(-c3cccc(C)c3)o2)cc1OC	-23%	i	-0.9	74	4%	9%	-8.3%	1.5%	-0.5%	1.1
Cc1ccc(CNC(=O)CSc2ccsc2[N+](=O)[O-])cc1	-54%	i	0.8	70	-75%	-11%	-12%	0.0%	-0.3%	1.1
O=C(COC(=O)c1ccc(Br)o1)Nc1ncc(Cl)cc1Cl	2%	i	-1.1	51	10%	8%	-4.0%	0.0%	0.0%	1
COc1ccc2oc(=O)c(/C(N)=N/NC(=O)c3ccncc3)cc2c1	-9%	.	-1.2	40	-29%	-40%	3.0%	.	-0.4%	.
CCCc1cc(=O)[nH]c(SCC(=O)N2CCN(S(=O)(=O)c3ccc(Cl)cc3)CC2)n1	-15%	i	0.1	69	16%	0%	-0.6%	0.1%	0.3%	1.1
O=C(COc1ccc(Cl)cc1)OCC(=O)N1CCCC1	-12%	i	0.2	44	-3%	-20%	5.6%	-1.3%	-0.3%	1.1
CCOc1ccc2nc(SCCNS(=O)(=O)c3ccccc3)sc2c1	-12%	i	4.6	37	27%	31%	0.4%	0.8%	0.4%	1.8
COc1ccc(-c2noc(N3CCC(C(=O)NCCCN4CC(C)CC(C)C4)CC3)n2)cc1 (configuration not stated)	-4%	.	2.2	69	13%	-20%	1.3%	.	0.4%	.
Cc1ccc2nccc(C(=O)N3CCCC(Nc4ccc(C)c(C)c4)C3)c2c1 (configuration not stated)	36%	.	-0.5	81	4%	-34%	3.6%	.	0.2%	.
Cc1ccc(CNC(=O)c2csc3c2CCCCC3)cc1	22%	i	-0.3	81	8%	-64%	9.7%	-0.3%	-0.1%	1.1
C=CCc1c(C)c(C#N)c2nc3ccccc3n2c1N1CCCCC1	-2%	i	6.9	64	29%	7%	0.7%	.	-0.2%	.
CCCn1c(=NC(C)=O)c(C(=O)OCC)cc2c(=O)n3ccccc3nc21	-14%	i	1.9	55	0%	10%	-0.4%	1.6%	0.0%	1
COc1ccc(NC(=O)Cc2coc3cc(C)c(C(C)C)cc23)cc1S(=O)(=O)N1CCOCC1	30%	i	4.3	35	19%	-1%	-3.8%	-1.6%	-0.2%	1
CCN(CC)C(=O)c1cn(CC)c(=O)c2cc(OC)c(OC)cc12	-20%	i	-2.7	89	2%	12%	1.4%	.	-0.1%	1
COc1cccc(CNC(=O)CN2C(=O)COc3ccc(S(=O)(=O)N4CCOCC4)cc32)c1	-21%	.	-1.4	35	2%	-28%	4.3%	.	-0.1%	.
COCCOC(=O)C1=C(C)NC2=C(C(=O)CCC2)C1c1ccc(N(C)C)cc1 (configuration not stated)	-6%	i	0.5	48	5%	15%	14%	-1.2%	0.2%	1.1
O=C(c1ccccc1)c1ccc(OCCOCCN2CCN(Cc3ccccc3)CC2)cc1	-6%	i	2.0	57	16%	-23%[20 µM]	-2.0%	0.5%	-0.1%	1
COc1ccc(C(=O)CSc2nnc(-c3cc(C)cc(C)c3)o2)cc1	-20%	i	2.7	49	-7%	-77%	12%	1.5%	0.2%	1.1
O=C(N/N=C/c1ccccn1)NC12CC3CC(CC(C3)C1)C2	-8%	i	1.2	51	-68%	-20%	-0.5%	.	0.3%	.
CCCn1cc(CN2CCC(Cc3cccc(F)c3)(C(=O)OCC)CC2)c(C)n1	1%	i	1.3	44	-10%	1%	6.2%	.	-0.1%	.
COc1ccc(CC(=O)Nc2ccc(OC)c(NC(=O)c3ccco3)c2)cc1	-35%	.	3.2	88	2%	11%	-3.1%	2.0%	-0.2%	1.1
Nc1nonc1-c1nc2ccccc2[nH]1	-11%	i	-0.4	44	-4%	18%	-1.8%	1.2%	-0.1%	1
O=C(Nc1nc2c(s1)CN(Cc1ccccc1)CC2)c1c(F)cccc1F	-39%	i	-0.4	65	-7%	-12%	-2.0%	0.1%	-0.2%	1.2
Cc1nn(-c2ccccc2)c(Cl)c1C1C(C#N)=C(N)OC2=C1C(=O)CCC2 (configuration not stated)	13%	i	-1.1	77	-18%	-2%	-3.1%	-0.4%	-1.0%	1
CCCCNC(=O)CCCCCNS(=O)(=O)c1ccc(OC)cc1	-43%	i	1.5	71	4%	-1%	3.0%	0.5%	0.0%	1
O=C1Nc2ccccc2C1=Nc1ccc(S(=O)(=O)Nc2nccs2)cc1	-1%	i	-1.5	73	14%	2%	-6.2%	.	-0.1%	.
CC(=O)N1CCc2cc(Br)cc(S(=O)(=O)N3CCc4ccccc43)c21	16%	i	1.3	90	15%	-26%	3.1%	-6.6%	-1.2%	0.9
Cc1ccc(NC(=O)c2cncc(Br)c2)c(O)c1	66%*	i	-0.5	18	28%	-25%[20 µM]	0.5%	-0.6%	-0.1%	1.1
CC(=O)N1CCN(C(=O)c2ccc3oc(CCCc4ccccc4)nc3c2)CC1	-17%	.	-0.1	58	10%	-7%	3.0%	.	-0.2%	.
CCOc1cccc(/C=N/NC(=O)c2cc(C3CC3)[nH]n2)c1O	-2%	.	-0.2	55	63%*	-60%	7.6%	.	0.3%	.
CC(C)(C)Nc1c(-c2ccc(O)cc2)nc2ccc(Cl)cn12	-24%	i	0.8	30	2%	-45%[20 µM]	.	-0.5%	-0.1%	1
c1ccc(CNc2nc(-c3cccnc3)cs2)cc1	-20%	i	1.1	25	-28%	6%[20 µM]	.	11%	-0.1%	1
C[C@H](NC(=O)C1CCN(S(=O)(=O)c2ccccc2)CC1)C(=O)NCc1ccccc1	-6%	.	1.2	59	-11%	4%	-4.9%	.	0.2%	.
COc1ccccc1C(=O)Nc1ccc(S(=O)(=O)N2CCc3ccccc32)cc1	-9%	i	-0.7	42	-14%	12%	-2.5%	0.4%	0.3%	1.1
O=C(C[n+]1ccc(C(=O)NCc2ccccc2)cc1)c1ccc(OC(F)F)cc1	-24%	i	0.8	45	17%	-43%	-1.2%	-2.1%	-0.6%	1
CC(=O)NC1CC2CCCC(C1)N2Cc1ccc(C)cc1 (configuration not stated)	0%	.	0.6	69	-8%	-10%	-1.1%	.	0.3%	.
COc1ccccc1NC(=O)Nc1nnc(Cc2ccccc2F)s1	-6%	.	3.0	103	-62%	7%	-1.2%	.	-0.1%	.
COc1ccc(-c2csc(NC(=O)c3cccc(S(=O)(=O)N4CCN(C)CC4)c3)n2)cc1	30%	i	0.4	74	17%	-16%	-2.1%	-2.0%	0.0%	1.1
CS(=O)(=O)Nc1ccccc1C(=O)O	-10%	i	-1.6	80	15%	4%	28%	-0.3%	0.0%	1.1
Cc1c(-c2cccc(Cl)c2)nc2ccccc2c1C(=O)OCC(=O)N(C)C1CCS(=O)(=O)C1 (configuration not stated)	-34%	i	2.5	36	12%	15%	2.6%	1.2%	-0.4%	1
CCc1ccc(NC(=O)CSc2nc3ncc(Br)cc3[nH]2)cc1	-23%	.	2.5	62	22%	-30%	2.2%	.	-0.1%	.
CCCCN(C)C1CCN(C(=S)Nc2cccc(OC)c2)CC1	0%	i	0.1	56	2%	5%	-5.8%	-2.5%	1.0%	0.8
Cc1ccc(Oc2c(F)c(F)nc(N3CCCC3)c2F)cc1	-15%	i	3.9	64	6%	12%	10%	-0.8%	-0.2%	1.1
Cn1c(=O)c(Oc2ccc(F)cc2)c(O)c2ccccc21	-16%	i	1.7	101	10%	-23%	1.2%	-1.2%	0.1%	1.1
